# 14-3-3 PPI – 14-3-3 gamma protein interaction modulation. P61981. FP, 14-3-3gamma / TMR-pS259-Raf peptide binding. inhibition, % at 40 µM. 0.19% of 160,000 active; in the data active = inhibition above about 30%;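 also: 0% = protein plus tracer without compound and 100% = blank with tracer alone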
# Target sequence (P61981 whole entry, looked up): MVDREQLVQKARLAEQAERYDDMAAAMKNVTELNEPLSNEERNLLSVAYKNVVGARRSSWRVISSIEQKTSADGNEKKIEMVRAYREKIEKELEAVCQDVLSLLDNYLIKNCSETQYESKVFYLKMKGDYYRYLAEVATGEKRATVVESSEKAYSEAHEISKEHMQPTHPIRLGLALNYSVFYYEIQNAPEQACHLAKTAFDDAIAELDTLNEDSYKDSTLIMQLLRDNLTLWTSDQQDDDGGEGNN
# Starred values were filed as active, the others as inactive; & = joins results of further samples. Only part of the results is shown, so the mix of outcomes need not match the whole.
14-3-3 PPI	SMILES
-5	O=C(NCCc1ccc(Cl)cc1)c1ccc2c(=O)n(Cc3ccccc3)c(=S)[nH]c2c1
-14	O=C(CSc1nc(NCc2ccc(Cl)cc2)c2ccccc2n1)NCC1CCCO1 (centres undefined)
0	COc1cccc(N2CCN(C(=O)c3cccc(N4C(=O)NC5CC4(C)Oc4ccc(Cl)cc45)c3)CC2)c1 (centres undefined)
-2	Cc1cc(O)c(C(=O)c2ccccc2C(=O)O)cc1C
-5	O=C(c1ccc(-n2c(=S)[nH]c3ccccc3c2=O)cc1)N1CCN(c2ccccn2)CC1
1	CCO/C(C)=N/n1c2nc3ccccc3nc2c2c(=O)n(C3CCCC3)c(C)nc21
-6&2	CC1CN(C(=O)C(C)N2C(=O)c3ccccc3C2=O)CC(C)O1 (centres undefined)
3	COc1ccc(C)cc1NC(=O)C1c2cc(OC)c(OC)cc2C(=O)N(C)C1c1ccc(SC)cc1 (centres undefined)
-2	COc1ccc(OCc2nnc(NC(=O)Nc3ccc(F)cc3)s2)cc1
-6	CCOc1cc2c(C#N)c(N3CCOCC3)nc(N)c2c(N)n1
5	CCCCCNC(=O)c1c[nH]c2ccc(S(=O)(=O)N(C)c3ccc(C)c(C)c3)cc2c1=O
-94	COc1cccc(C(=O)Nc2ccc(OC)c(Cl)c2)c1
-7	COc1ccc(C2=NN(C(C)=O)C(c3cc4ccc(C)cc4nc3Cl)C2)cc1 (centres undefined)
2	O=C(c1cnn2c1NC(c1ccc(Br)cc1)CC2C(F)(F)F)N1CCCCC1 (centres undefined)
-6	c1cnn(-c2cc(N3CCOCC3)ncn2)c1
-36	COc1cc(C2C3=C(CCCC3=O)NC3=C2C(=O)CCC3)cc(Cl)c1O
1	Cc1cccc(N2C(=O)c3ccc(C(=O)OC4CCCCC4)cc3C2=O)c1
-8	O=c1cc(-c2ccccc2)nc2nc(COc3ccccc3)[nH]n12
-2	Cc1cc(=O)oc2cc(OC(=O)c3cc4cc(Br)ccc4oc3=O)ccc12
-3	COC(=O)C1=C(C)NC(C)=C(C(=O)OC)C1C(=O)OC1CCCCC1=O (centres undefined)
-2	CCCC12CN3CC(C)(CN(C1)C3c1ccc3c(c1)OCO3)C2=O (centres undefined)
-9	O=C(NCc1ccccc1)c1n[nH]nc1-c1ccccc1O
-6	Cc1cccc(CC2CC(=O)N(C3CCCCC3)C2=O)c1 (centres undefined)
-9	CCOC(=O)c1cc2c(=O)n3ccccc3nc2n(C(C)C)c1=NC(=O)c1ccccc1C(F)(F)F
-19	O=[N+]([O-])c1ccc(NCCNS(=O)(=O)c2ccccc2)cc1
3	Cc1nn(CCCC(=O)Nc2cccc(O)c2)c(C)c1[N+](=O)[O-]
-8	O=C(CSc1nnnn1-c1ccccc1)Nc1cccc(C(F)(F)F)c1
-3	C1=C(c2cccs2)Nc2ncnn2C1c1ccccc1 (centres undefined)
5	CN(Cc1nc(-c2ccncc2)no1)S(=O)(=O)c1ccc(Br)cc1
-2	CCSCCOC(=O)C1=C(C)NC2=C(C(=O)CCC2)C1c1ccc(OC)cc1OC (centres undefined)
-1	CCc1ccc(NC(=O)CCS(=O)(=O)c2ccc(C)cc2)cc1
-2	CCOC(=O)N1CCC(N2C(=O)c3cc(C(=O)NC4CCCCC4)ccc3C2O)CC1 (centres undefined)
-4	Cc1ccc(-n2ncc3c(=O)n(CC(=O)NCC4CCCO4)cnc32)cc1 (centres undefined)
-6	O=[N+]([O-])c1ccc(S(=O)(=O)Nc2nc3ccccc3s2)cc1
-8	CCCOc1ccc(C=Nc2ccc(S(=O)(=O)Nc3ccccn3)cc2)cc1
6	Cc1ccc(-n2c(N)c(C(N)=O)sc2=S)cc1
-4	CC(=O)Nc1ccc(N2C(=O)CC(NCc3ccc(F)cc3)C2=O)cc1 (centres undefined)
0	CCc1ccc(-c2ccc(C(=O)Oc3ccc(F)cc3)cc2)nc1
-9&-7	COc1cccc(CN2CCCN(S(=O)(=O)c3ccc(Br)cc3)CC2)c1
-22	O=C(Nc1ccc2nc(-c3ccc(Br)o3)[nH]c2c1)c1cccs1
1	CCCCOCCCNC(=O)N[C@@H](CC(C)C)C(=O)O
3	COc1ccc(C2C(C(=O)Nc3ccc(F)cc3)c3ccccc3C(=O)N2C2CCCCC2)cc1 (centres undefined)
0	CCOc1ccccc1C1C(C(=O)OCCOc2ccccc2)=C(C)NC2=C1C(=O)CC(C)(C)C2 (centres undefined)
1	COC(=O)CN(c1ccccc1F)S(=O)(=O)c1ccccc1
-2	CCOC(=O)c1ccccc1NC(=O)c1sc2ncnc(N3CCN(c4ccccc4OC)CC3)c2c1C
4	O=C1CCC(=O)N1CCCCCc1nc(-c2ccccc2)no1
-1	O=C(CCC1CCCC1)N1CCN(C(=O)c2cccnc2)CC1
2	COc1cc(Cl)c(C)cc1NC(=O)Cc1c(C(=O)O)n(C)c2ccc(C)cc12
-3	CCn1c(SCC(=O)N2CCCc3ccccc32)nc2c1c(=O)n(C)c(=O)n2C
-7	CC(C)(C)OC(=O)N1CCC[C@H]1c1nnc(SC/C=C/c2ccccc2)o1
-74	NC(=O)c1c(NC(=O)C2c3ccccc3Oc3ccccc32)sc2c1CCC2
-4	CCN(C(=O)c1cccc(F)c1)c1ccc(C(O)(C(=O)OC)C(F)(F)F)cc1 (centres undefined)
-8	CCC(=O)Nc1ccc(C(=O)Nc2cccnc2)cc1
-12	O=S(=O)(NCC1CC2C=CC1C2)c1ccc(F)cc1 (centres undefined)
-2	CCC(=O)Nc1c(C(=O)Nc2cccc(OC)c2)oc2ccccc12
-7	O=C(NC1CCCCCC1)c1ccc(CSCc2ccccc2Cl)o1
5	CCOc1ccc(C2CC(c3ccccc3C)n3ncnc3N2)cc1 (centres undefined)
-7	Cc1onc(-c2ccccc2Cl)c1C(=O)Nc1ccccc1C(C)C
-8	Cc1ccc2nc(N3CCC(C(=O)NC4CCCC(C)C4C)CC3)[nH]c2c1 (centres undefined)
-6	CCC(=O)N1CCc2cc(Br)cc(S(=O)(=O)NC(C)CC)c21 (centres undefined)

# Two of the compounds above, as tab-separated lines.
Structure	14-3-3 PPI
Cc1onc(-c2ccccc2Cl)c1C(=O)Nc1ccccc1C(C)C	-7
Cc1ccc2nc(N3CCC(C(=O)NC4CCCC(C)C4C)CC3)[nH]c2c1 (centres undefined)	-8

# (listing goes on)
14-3-3 PPI	SMILES
1	O=C(CCCCCn1c(=O)[nH]c2ccccc2c1=O)NCc1ccccc1
2	O=C(Nc1cccc(-c2nc3ccccc3o2)c1)C(F)(F)F
-4	Cc1nc(SCC(=O)N2CCN(c3ccccc3)CC2)c2oc3ccccc3c2n1
-59	COc1cc(C=Nc2ccccc2O)c([N+](=O)[O-])cc1OC
3	O=C(c1ccco1)N1CCN(/C(=N/S(=O)(=O)c2cccs2)c2ccccc2Cl)CC1
-8	Cc1ccc(CNC(=O)c2ccc(Cn3c(=S)[nH]c4ccc(Br)cc4c3=O)cc2)cc1
-1	Cc1cc2cc(CCNC(=O)c3ccc(C(F)(F)F)cc3)c(=O)[nH]c2cc1C
-10	COc1ccc(OC)c(NC(=O)C2=C(C)Nc3ncnn3C2c2cccs2)c1 (centres undefined)
-9	O=C(CCS(=O)(=O)c1cccs1)Nc1ccc(C(=O)Nc2cccc(Cl)c2)cc1
-1	CCC1Oc2ccccc2N(CC(=O)NCc2cccs2)C1=O (centres undefined)
1	CC1(C)CC(N(CCCO)C(=O)c2ccccc2)CCO1 (centres undefined)
-4	COc1cccc(C2CC(C(F)(F)F)n3nc(C(=O)NCc4cccnc4)cc3N2)c1 (centres undefined)
3	CCOc1ccc(C2C(C(=O)Nc3ccc(C)cn3)=C(C)NC3=C2C(=O)CCC3)cc1 (centres undefined)
0	CCN=C1SC(CC(=O)Nc2ccc(F)cc2)C(=O)N1CC (centres undefined)
5	COC(=O)c1ccc(C2c3c(n[nH]c3C)C(=O)N2c2ccc(C)cc2)cc1 (centres undefined)
4	Cc1c(C(=O)O)sc2nc(C)n(C)c(=O)c12
-8	CC(=O)N1N=C(c2ccc(Cl)cc2)OC12CCCCC2
-13	C/C(N)=C(/C#N)C(=O)CSc1nnc(NC(C)C)s1
-17	C=CCN1C(C(=O)c2ccccc2)=C(OC(=O)Cc2ccccc2)c2ccccc2S1(=O)=O
2	CN(C)C(CNC(=O)Nc1cccc(Cl)c1)c1cccnc1 (centres undefined)
-6	Cc1nc2cc(Cl)ccc2n1CCO
-10	Cc1ccc(-c2noc(CCC(=O)NCC3CCN(Cc4cccc(C)c4)CC3)n2)cc1
-2	CCOC(=O)c1c(C)n(C)c2ccc(OCC(O)CN3CCCCCC3)cc12 (centres undefined)
1	COc1ccc(-c2cc(C(=O)Nc3ccccc3C(F)(F)F)no2)cc1
-23	O=C(Nc1ccccc1)c1cc(S(=O)(=O)Nc2ccc(I)cc2)ccc1Br
-2	Cc1cc(OC(=O)c2ccccc2)cc2c(=O)c3ccccc3sc12
-5	O=c1[nH][nH]c(=O)c2c(N=Cc3ccc(Br)s3)cccc12
3	Cc1ccc2c(c1)c1nc3ccccc3nc1n2C(C)C
-26	CC(=O)N1CCCc2cc(S(=O)(=O)Nc3ccc(Cl)cc3)ccc21
-5	Cc1ccc(C2=NN(CCC(=O)N3CCOCC3)C(=O)CC2)cc1
6	COc1cccc(-n2ccnc2SCC(=O)Nc2ccc(C)cc2C)c1
-4	O=C(OC1CCOC1=O)c1ccc(-c2nc3ccccc3s2)s1 (centres undefined)
-17&-15	COc1nc(Nc2ccc(C(C)=O)cc2)nc(OC)n1
-60	Cc1ccccc1Cn1nc(C)c(NC(=O)c2cc(-c3ccc(Br)cc3)on2)c1C
9	Brc1ccc(-c2cnc3n2CCCC3)cc1
-1	O=C(Nc1c2c(nn1-c1ccc([N+](=O)[O-])cc1)CSC2)c1ccc(S(=O)(=O)N2CCCCC2)cc1
6	Cc1nn(C(C)(C)C)c(OC(=O)c2ccc(Br)o2)c1S(=O)(=O)c1ccccc1
-2&-6	CCC(=O)N1CCc2cc(S(=O)(=O)N3CCN(c4ccccn4)CC3)ccc21
-1	COCCCNC(=O)Cn1cc2c(n1)CCCCC2
5	Cn1c(=O)cc(SCC(=O)NCCN2CCOCC2)c2ccc(Cl)cc21

# In a second layout: 20 of the compounds above
SMILES | 14-3-3 PPI
Cc1nc2cc(Cl)ccc2n1CCO | -6
Cc1ccc(-c2noc(CCC(=O)NCC3CCN(Cc4cccc(C)c4)CC3)n2)cc1 | -10
CCOC(=O)c1c(C)n(C)c2ccc(OCC(O)CN3CCCCCC3)cc12 (centres undefined) | -2
COc1ccc(-c2cc(C(=O)Nc3ccccc3C(F)(F)F)no2)cc1 | 1
O=C(Nc1ccccc1)c1cc(S(=O)(=O)Nc2ccc(I)cc2)ccc1Br | -23
Cc1cc(OC(=O)c2ccccc2)cc2c(=O)c3ccccc3sc12 | -2
O=c1[nH][nH]c(=O)c2c(N=Cc3ccc(Br)s3)cccc12 | -5
Cc1ccc2c(c1)c1nc3ccccc3nc1n2C(C)C | 3
CC(=O)N1CCCc2cc(S(=O)(=O)Nc3ccc(Cl)cc3)ccc21 | -26
Cc1ccc(C2=NN(CCC(=O)N3CCOCC3)C(=O)CC2)cc1 | -5
COc1cccc(-n2ccnc2SCC(=O)Nc2ccc(C)cc2C)c1 | 6
O=C(OC1CCOC1=O)c1ccc(-c2nc3ccccc3s2)s1 (centres undefined) | -4
COc1nc(Nc2ccc(C(C)=O)cc2)nc(OC)n1 | -17&-15
Cc1ccccc1Cn1nc(C)c(NC(=O)c2cc(-c3ccc(Br)cc3)on2)c1C | -60
Brc1ccc(-c2cnc3n2CCCC3)cc1 | 9
O=C(Nc1c2c(nn1-c1ccc([N+](=O)[O-])cc1)CSC2)c1ccc(S(=O)(=O)N2CCCCC2)cc1 | -1
Cc1nn(C(C)(C)C)c(OC(=O)c2ccc(Br)o2)c1S(=O)(=O)c1ccccc1 | 6
CCC(=O)N1CCc2cc(S(=O)(=O)N3CCN(c4ccccn4)CC3)ccc21 | -2&-6
COCCCNC(=O)Cn1cc2c(n1)CCCCC2 | -1
Cn1c(=O)cc(SCC(=O)NCCN2CCOCC2)c2ccc(Cl)cc21 | 5

# Next section
14-3-3 PPI	SMILES
-10	CCOc1cc(C2Nc3ccccc3-c3nnc(SC)nc3O2)ccc1OC (centres undefined)
-2	O=C(Nc1nccs1)c1cc2cc(Cl)ccc2oc1=Nc1ccc(Cl)cc1
-7	COc1cc(OC)c(OC)cc1CNC(C)C1COc2ccccc2O1 (centres undefined)
-4	CCOC(=O)C1CCCN(S(=O)(=O)c2cc(Br)cc3c2N(C(=O)C2CC2)CC3)C1 (centres undefined)
-4	COc1ccc(NC(=O)c2ccc(S(=O)(=O)N3CCCC3)cc2)c([N+](=O)[O-])c1
1	Cc1ccc(-c2cc(C(F)(F)F)n3nc(C(=O)NC4CCCCC4)cc3n2)cc1
-11	COc1ccc(N2CCN(C(=O)CCN3C(=O)c4ccccc4S3(=O)=O)CC2)cc1
-3	Cc1c(C(=O)NCC2CCCO2)sc2nc(-c3ccccc3)cn12 (centres undefined)
-4	O=C(CSc1ncnc2c1oc1ccccc12)N1CCCC1
8	COc1cc2c(c(O)c1OC)C(=O)C(OC)CCC2 (centres undefined)
2	CCOc1ccc(/C(O)=C2\C(=O)C(=O)N(Cc3cccnc3)C2c2ccc(C)cc2)cc1C (centres undefined)
3	Cc1cccc2cc(CN(CC3CCCO3)C(=O)c3ccncc3)c(=O)[nH]c12 (centres undefined)
4	Cc1cccc(C(C)C)c1NC(=O)c1cc2ccccc2oc1=O
-8	COCCCNC(=O)c1cc2c(=O)n3cccc(C)c3nc2n(C(C)C)c1=N
-6	CCOC(=O)c1cc(-c2nnc(-c3ccccc3)o2)c(C)nc1C
3	CCOC(=O)C1CCCN(c2c(NCCN(C)Cc3ccccc3)c(=O)c2=O)C1 (centres undefined)
-11	CCCCc1c(O)nc2n(c1=O)CCS2
-34	CC(C)c1ccc(NC(=O)CN2C(=O)c3ccccc3Sc3ccc(C(=O)N4CCCC4)cc32)cc1
-18	CC(C(=O)Nc1ccc(S(N)(=O)=O)cc1)N1C(=O)CCC1=O (centres undefined)
-6	CCN1CCCC1CNC(=O)c1nn(-c2ccc(C)cc2)c(=O)c2c1c1ccccc1n2C (centres undefined)
-6	CCOC(=O)N1CCc2c(sc3c2C(=O)NC(c2ccccc2)N3)C1 (centres undefined)
4	CCc1ccc(CNC(=O)CCS(=O)(=O)Cc2ccccc2Cl)cc1
